TNAP Pi inh: human TNAP inhibition, phosphate detection | purified TNAP, pNPP, malachite green phosphate absorbance | inhibition, % at 20 µM | 21,000 tested, under 10 active | AID 614
Target sequence (P05186 whole entry, looked up): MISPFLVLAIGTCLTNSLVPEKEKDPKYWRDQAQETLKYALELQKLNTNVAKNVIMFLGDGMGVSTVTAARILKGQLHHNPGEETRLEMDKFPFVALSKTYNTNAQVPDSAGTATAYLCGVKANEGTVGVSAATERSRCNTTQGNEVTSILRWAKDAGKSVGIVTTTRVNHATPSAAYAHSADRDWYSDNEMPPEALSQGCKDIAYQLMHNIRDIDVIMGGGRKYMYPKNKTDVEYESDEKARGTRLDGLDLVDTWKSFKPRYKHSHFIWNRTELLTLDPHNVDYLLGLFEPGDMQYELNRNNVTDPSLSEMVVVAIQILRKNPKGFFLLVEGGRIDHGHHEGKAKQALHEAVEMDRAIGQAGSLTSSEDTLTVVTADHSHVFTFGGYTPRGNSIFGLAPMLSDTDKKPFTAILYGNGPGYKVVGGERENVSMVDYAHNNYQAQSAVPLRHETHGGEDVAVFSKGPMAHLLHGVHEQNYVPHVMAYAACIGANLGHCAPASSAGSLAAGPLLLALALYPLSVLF
TNAP inh pNP: human TNAP inhibition, p-nitrophenol detection; AID 615; 21,000 tested, under 10 active; inhibition, % at 20 µM; P05186; purified TNAP, pNPP hydrolysis, absorbance 405 nm;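 also: 0% = DMSO only wells and 100% = 1 mM levamisole wells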
* = called active by the depositor.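 The calls were made as follows: active = inhibition above 50% at the 20 µM single-dose screen; inactive = the rest.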 Some of the compounds tested; count on the stated rates, not on these rows.

Every second line gives: TNAP Pi inh	TNAP inh pNP
> CN1CCN(CCC(=O)N2c3ccccc3Sc3ccc(Cl)cc32)CC1
    9.0	2.4
> CN(C)CCOC(c1ccccc1)c1ccccc1 (tested in a mixture with another compound)
    5.3	2.2
> CCOC(=O)c1c(C)c(C(=O)O)n(C)c1C
    11.2	2.1
> CCCCCn1c(-c2ccco2)nc2nc3ccccc3nc21
    12.9	3.2
> Cc1ccc(Cn2c(CN3CCN(C(=O)c4ccco4)CC3)nc3c2c(=O)n(C)c(=O)n3C)cc1
    15.6	7.3
> CCOC(=O)c1cccc(NC(=O)CSc2nnnn2CC)c1
    8.3	3.5
> N#CCCN1CCN(C(=S)c2ccc(-c3ccc(Cl)c(Cl)c3)o2)CC1
    12.5	1.7
> CCCCCc1c(C)nc(N2CCc3ccccc3C2)[nH]c1=O
    -8.0	0.4
> CN(C(=O)COC(=O)COc1ccccc1F)C1CCS(=O)(=O)C1 (stereo not given)
    6.3	2.5
> COc1cc(C2CC(=O)c3cnc(N4CCN(Cc5ccccc5)CC4)nc3C2)cc(OC)c1OC (stereo not given)
    6.7	4.4
> CC(=O)c1ccc(OCC(O)COc2ccc(C(C)=O)cc2)cc1
    6.6	1.6
> CN1CCN(c2nc(N3CCN(CCO)CC3)nc3ccccc23)CC1
    4.5	1.0
> COc1ccccc1NC(=O)N(c1c(N)n(Cc2ccccc2)c(=O)[nH]c1=O)C1CCCC1
    0.0	0.0
> CCOC(=O)c1ccccc1NC(=O)c1ccccc1SC
    5.5	2.2
> COc1ncnc(OC)c1NC(=O)c1ccc(F)cc1
    13.7	5.0
> Cc1nc(N2CCOCC2)c(C#N)c2c1COC(C)(C)C2
    -14.1	-10.5
> Brc1cccc(-c2nnc(-c3ccccc3)o2)c1
    10.7	6.6
> CC(=O)NC1CC2CCCC(C1)N2CC(=O)N1CCCc2ccccc21 (stereo not given)
    7.7	2.7
> N#CC1=C(N)NC(SCc2ccc(Cl)cc2)=C(C#N)C12CCCCC2
    1.2	1.9
> CCC(NC(=O)Nc1cc(OC)c(OC)c(OC)c1)(C(F)(F)F)C(F)(F)F
    5.4	0.7
> CCOC(=O)c1snc2c(=O)[nH]cnc12
    3.2	4.9
> CN1CCN(S(=O)(=O)c2ccc(N(C)Cc3cccs3)nc2)CC1
    11.5	5.4
> Cc1cc(NC(=O)COC(=O)CSCc2ccc(Cl)c(Cl)c2)no1
    9.1	2.6
> Nc1ccc(-n2nnnc2-c2ccco2)cc1
    -13.4	4.5
> C=CCNC(=O)c1ccccc1NS(=O)(=O)c1ccc(SC)cc1
    18.1	1.8
> COC(=O)c1ccsc1NC(=O)CSc1nnnn1-c1ccccc1SC
    2.9	2.8
> O=C1c2ccccc2S(=O)(=O)N1CC1CC(c2ccccc2)=NO1 (stereo not given)
    11.6	4.3
> COc1ccc2oc(=O)c(C(=O)N3CCN(c4ccccc4)CC3)cc2c1
    8.5	1.5
> COc1cccc(-c2nnc3sc(-c4ccc(C)cc4)nn23)c1
    0.0	0.0
> CCc1nnc(NC(=O)CN2C(=O)c3ccccc3S2(=O)=O)s1
    4.4	0.4
> O=C(O)CSc1nnc(-c2ccncc2)n1C1CCCCC1
    6.2	4.6
> CCOC(=O)C1CCN(Cc2cn[nH]c2-c2ccccc2)CC1
    9.1	2.9
> O=C(CCC1CCCC1)N1CCC(N2CCN(c3ccccc3)CC2)CC1
    5.9	1.9
> COc1ccc2cc(CN(CCCN3CCOCC3)Cc3nnnn3C3CCCCC3)c(=O)[nH]c2c1
    8.9	7.9
> O=C(CSc1nnc(-c2ccc(NS(=O)(=O)c3ccccc3)cc2)o1)NCC1CCCO1 (stereo not given)
    4.4	-1.0
> Cc1ccc(-c2nc(-c3cccnc3)no2)cc1
    8.9	0.6
> CC(C)C(=O)Nc1nnc(SCC(=O)NCc2cccs2)s1
    7.3	-1.5
> CCOC(=O)c1cc(NC(=O)c2cccnc2)cc(C(=O)OCC)c1
    -11.7	6.2
> COc1ccc(C(=O)NCC(C)CN(C)C)cc1 (stereo not given)
    11.9	2.5
> O=C(O)c1ccc(-n2c(-c3ccccc3)n[nH]c2=S)cc1
    7.6	2.5
> CCCC(c1nnnn1C1CCCC1)N1CCN(c2ccccc2F)CC1 (stereo not given)
    2.2	-4.0
> Cc1ccccc1NC(=O)c1c(O)c2cccc3c2n(c1=O)CCC3
    11.6	4.5
> O=C(CCCCCN1C(=O)CCC1=O)Nc1ccc2c(c1)OCCO2
    11.8	6.2
> COc1ccc(C2=Nn3c(nnc3-c3ccccn3)SC2)cc1
    0.0	0.0
> COc1cccc(NC(=O)CC2SC(=Nc3ccccc3)NC2=O)c1 (stereo not given)
    0.0	0.0
> CC(C)(C)c1ccc(-c2nc(C#N)c(NCc3ccncc3)o2)cc1
    7.5	3.6
> Cc1ccc2cccc(S(=O)(=O)Nc3ccc4c(c3)OCO4)c2n1
    -9.2	-14.8
> O=C(Nc1ccc(S(=O)(=O)N2CCCCC2)cc1)c1ccncc1
    8.5	8.2
> C/C=C/CSc1nc2c(c(=O)[nH]c(=O)n2C)n1C(C)C
    5.7	5.6
> COc1ccc2[nH]cc(C(=O)N3CCCCC3)c(=O)c2c1
    12.4	5.5
> CCOc1ccc2nc(SCC(=O)c3cccs3)sc2c1
    7.6	4.6
> Nc1cc(S(=O)(=O)C(F)(F)F)ccc1C(=O)O
    -2.1	-8.5
> CCc1nnc2sc(-c3ccc(NC(=O)CSc4ccc(Cl)cc4)cc3)nn12
    0.0	0.0
> N#Cc1cn(Cc2ccccc2)c2ccccc12
    0.0	0.0
> COCC(=O)Nc1nc2n(n1)C(c1ccccc1Cl)CC(c1ccc(OC)cc1)N2 (stereo not given)
    16.0	9.5
> S=c1[nH]nc(COc2ccc3c(c2)OCO3)n1-c1ccccc1
    9.2	1.4
> CCOCCCNC(=O)CSc1ccccc1
    -9.4	5.1
> CCOc1ccc(C)cc1S(=O)(=O)NC1CCCCC1
    12.1	3.9
> CCCCc1c(O)nc(SCC(=O)NCC2CCCO2)[nH]c1=O (stereo not given)
    -15.0	3.2
> COc1ccc(C2CC(c3ccc(Br)cc3)Nc3nc(N)nn32)cc1 (stereo not given)
    7.9	1.3

(next part)
Every second line gives: TNAP Pi inh	TNAP inh pNP
> Cc1ccc(Cn2c(=O)c3ccccc3n3c(SCC(=O)N4CCCCC4C)nnc23)cc1 (stereo not given)
    2.7	4.5
> COc1cc2c(cc1NC(=O)C1CCCO1)oc1ccccc12 (stereo not given)
    6.6	4.0
> CCn1c(CSc2nc(C)cs2)nc2cc(S(=O)(=O)N(C)C)ccc21
    -2.8	-0.8
> C=CCn1cnc2c(c1=O)c1nc3ccccc3nc1n2-c1ccc(C)cc1
    13.0	7.2
> CC(Sc1nnc(-c2ccc(Cl)cc2)n1C)C(N)=O (stereo not given)
    7.4	-0.6
> N#Cc1nc(Cc2cccc3ccccc23)oc1N1CCC(C(N)=O)CC1
    -0.6	2.1
> CCn1c(COc2cccc(C)c2)nnc1SCC(=O)Nc1cccc(C(=O)OC)c1
    3.7	6.0
> Nc1c2c(nc3ccccc13)N(c1ccccc1)CC2
    -5.4	-1.9
> Cc1noc(C)c1CSc1nc2ccccc2c(=O)n1-c1ccc(F)cc1F
    0.0	0.0
> Cc1ccc(NS(=O)(=O)c2ccc(OCC(=O)NCc3ccco3)cc2)cc1
    16.7	4.3
> CCCCNC(=O)C1CCCN(S(=O)(=O)c2ccc(-n3cnnn3)cc2)C1 (stereo not given)
    5.7	-7.2
> COc1ccc(OC)c(NC(=O)C2CCCCC2C(=O)O)c1 (stereo not given)
    12.4	-1.3
> c1ccc2c(c1)oc1c(N3CCOCC3)ncnc12
    0.4	4.4
> CC(C)[C@H](NC(=O)NCCc1ccc(Cl)cc1)C(=O)O
    1.5	-1.4
> COC(=O)c1sc(=S)sc1C(=O)OC
    -8.2	-0.4
> CSCCC(CO)NC(=O)OCc1ccccc1 (stereo not given)
    2.8	-1.5
> CCN(CC)C(=O)CN(C#N)c1nc(NC(C)C)nc(NC(C)C)n1
    0.0	0.0
> CC(SCC(=O)Nc1ccc(S(=O)(=O)N2CCCCC2)cc1)C(=O)O (stereo not given)
    0.0	0.0
> CN(C)CC(O)COc1cc2ccccc2cc1C(=O)N1CCCCC1 (stereo not given)
    7.3	2.7
> COc1ccc(-c2nnc3sc(-c4ccccn4)nn23)cc1
    8.9	2.1
> CS(=O)(=O)N1CCN(c2ncccn2)CC1
    2.6	-4.3
> CC1(O)c2ccccc2C(=O)N1Cc1ccccc1 (stereo not given)
    3.2	-3.2
> Cc1cc(C)c2[nH]c(=O)c(CN(Cc3ccco3)C(=O)C3CCCO3)cc2c1 (stereo not given)
    -13.5	5.0
> CN1CC(=O)NC1=NC(=O)c1cc(F)c(F)cc1Cl
    13.7	9.9
> Cc1scc(C(=O)NCc2ccco2)c1-c1ccccc1
    -0.8	-2.9
> CCc1nnc(NC(=O)C2CCCN(c3nc(C)cc(C)n3)C2)s1 (stereo not given)
    17.8	1.8
> CCOC(=O)C1=C(C)N=C2SC(C)C(=O)N2C1c1ccc(C(=O)OC)cc1 (stereo not given)
    9.1	4.0
> NC(=O)CSc1nnc(-c2ccc(S(=O)(=O)N3CCOCC3)cc2)n1CC1CCCO1 (stereo not given)
    10.9	2.2
> CSc1nc(N)c(C#N)c(-c2ccccc2Cl)c1C#N
    -12.6	-9.8
> COC(=O)C1=C(N)Oc2cc(C)n(CC3CCCO3)c(=O)c2C1c1ccccc1 (stereo not given)
    8.8	3.6
> COc1cccc(Nc2ncccc2C(=O)O)c1
    -4.9	2.6
> Cn1cc(C(=O)NCN2CCCCC2)c2ccccc21
    10.6	4.4
> COc1ccc(-c2nnc(SC(=O)N3c4ccccc4Sc4ccccc43)o2)cc1
    6.0	6.5
> O=C1c2ccccc2C(=O)N1Cc1nc(-c2ccncc2)no1
    14.1	5.5
> COc1cc2[nH]c3c(N4CCN(c5ccccn5)CC4)ncnc3c2cc1OC
    3.3	2.5
> COC(=O)c1c(-c2ccc(OC)c(OC)c2)csc1N
    0.4	3.4
> Cc1cc(C)n(-c2ccc(C(=O)NCc3ccc4c(c3)OCO4)cc2)n1
    -1.6	-4.4
> NC(=O)C(c1ccccc1)C1CCCC1 (stereo not given)
    10.4	4.7
> O=c1c2ccccc2nc(SCc2nc3ccccc3s2)n1Cc1ccco1
    -2.3	-13.0
> CC(=O)Nc1ccc(S(=O)(=O)Nc2nnc(C3CCCCC3)s2)cc1
    7.7	7.2
> CC(C)CC(=O)Nc1ccccc1N1CCCC1
    2.3	-0.3
> CCOC(=O)c1cc(-c2cccs2)nn1CCC#N
    8.6	2.5
> Nc1ncc(-c2cc3ccccc3oc2=O)s1
    10.2	0.7
> COc1ccc(-c2nnc(CSc3ncnc4sc5c(c34)CCC5)o2)cc1OC
    16.6	0.7
> O=S(=O)(CCc1ccccc1)/N=C/c1cccs1
    9.6	7.5
> COc1cccc(NC(=O)CSc2nnc(-c3cc(C)n(-c4ccccc4)c3C)o2)c1
    13.0	1.1
> Cn1c(C(O)c2ccc3c(c2)OCO3)nc2ccccc21 (stereo not given)
    0.0	0.0
> CCc1nnc(NC(=O)CSc2ncc(-c3ccccc3)n2CC)s1
    6.4	4.0
> COCCn1c(SCC(=O)N2CCCC2)nnc1-c1ccoc1C
    10.7	2.1
> COC(=O)Cc1n[nH]c(=S)[nH]c1=O
    11.4	0.0
> CCN(CC)CCCN1C(=O)C(=O)/C(=C(/O)c2ccccc2)C1c1cc(OC)ccc1OC (stereo not given)
    10.7	5.4
> COc1cc(NC(=O)CCN2CCN(c3ccccc3F)CC2)cc(OC)c1
    11.3	-0.3
> Cc1cc(C)cc(NC(=O)CSc2nnc(-c3ccc(S(=O)(=O)N4CCCC4)cc3)o2)c1
    14.9	7.9
> C=C(C)n1c(=O)[nH]c2ccccc21
    10.2	0.3
> NC(=O)c1cnn2c(C(F)(F)F)cc(-c3ccccc3)nc12
    6.7	2.7
> Cc1ccc2c(CN3CCN(CCO)CC3)cc(=O)oc2c1
    7.2	5.5
> O=C(O)CN(Cc1ccco1)S(=O)(=O)c1ccc(F)cc1
    -12.2	0.4
> Cn1c(=O)c2c(nc(SCCN3CCCCC3)n2Cc2ccc(Cl)cc2)n(C)c1=O
    14.8	7.3
> O=C(CCC(=O)N(c1ccccc1)C(C(=O)NC1CCCC1)c1ccncc1)Nc1cccnc1 (stereo not given)
    7.9	5.1
> CCCc1ncc(C(O)c2cccc(OC)c2OC)n1C (stereo not given)
    1.9	-2.5
> COc1ccc(C(=O)N2CCN(Cc3ccccc3C)CC2)cc1OC
    0.0	0.0
> CCC(C)C(NC(=O)c1ccccc1NC(=O)c1ccco1)C(=O)O (stereo not given)
    6.0	-2.1
> CCOc1cc(CNn2cnnc2)ccc1OCC(=O)NC1CCCCC1
    16.0	7.6

Compound activity deposited in PubChem BioAssay by Sanford-Burnham Center for Chemical Genomics.
